Screening data deposited in PubChem by NMMLSC.
CIT2-GFP yeast – alters CIT2-GFP fluorescence in TOR pathway yeast screen; S. cerevisiae CIT2-GFP strain, flow cytometry, 3 h; 100 means same as DMSO wells; GFP response vs DMSO, % at 10 µM; 320,000 compounds, 0.065% hits;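 active = GFP response relative to DMSO above a set limit, near the screen mean plus 3 SD, cut at about 150% in these data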;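 also: ratio of well median GFP fluorescence to mean of DMSO wells on the plate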
RPL19A TOR yeast – yeast TOR pathway RPL19A-GFP modulation. percent response vs DMSO, % at 10 µM. 330,000 compounds, 0.3% hits. AID 2025. S. cerevisiae RPL19A-GFP strain, flow cytometry, 3 h; stronger effect = lower value;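 active = percent response vs DMSO below 50%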;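 also: median channel GFP fluorescence of the barcoded RPL19A-GFP strain; ratio of sample median GFP to plate DMSO average so 100% = DMSO; lower means less RPL19A-GFP as with rapamycin TOR inhibition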
Yeast superoxide – yeast age-related superoxide inhibition as caloric restriction mimetic | AID 2690 | 330,000 compounds, 0.18% hits | S. cerevisiae aged cells, superoxide DHE fluorescence; stronger effect = lower value | superoxide response (% of plate mean), % at 10 µM;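 active = superoxide response under a set limit, about three screen SD below normal, cut at about 65% in these data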;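 also: yeast aged for seven days with compound at 30 °C before DHE staining; 100% = average MFI of all compound-treated wells on the plate with controls excluded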
AGP1-GFP MLPCN – yeast TOR pathway AGP1-GFP modulation; S. cerevisiae AGP1-GFP multiplex flow cytometry, 3 h; GFP as percent of DMSO wells; 320,000 compounds, 0.02% hits; GFP response vs DMSO, % at 10 µM;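 active = GFP response relative to DMSO above a set limit, near screen average plus 3 SD, cut at about 150% in these data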;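 also: median GFP channel fluorescence of the gated AGP1 strain per well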
VLA-4 inh – inhibition in a human VLA-4 binding assay; P13612; VLA-4 expressing cells, ligand binding flow cytometry; inhibition, % (about 7 µM as worked out from the volumes in the protocol); 330,000 compounds, 0.2% hits; AID 2557; in the data active = inhibition above about 50%
Target sequence (P13612 whole entry, looked up): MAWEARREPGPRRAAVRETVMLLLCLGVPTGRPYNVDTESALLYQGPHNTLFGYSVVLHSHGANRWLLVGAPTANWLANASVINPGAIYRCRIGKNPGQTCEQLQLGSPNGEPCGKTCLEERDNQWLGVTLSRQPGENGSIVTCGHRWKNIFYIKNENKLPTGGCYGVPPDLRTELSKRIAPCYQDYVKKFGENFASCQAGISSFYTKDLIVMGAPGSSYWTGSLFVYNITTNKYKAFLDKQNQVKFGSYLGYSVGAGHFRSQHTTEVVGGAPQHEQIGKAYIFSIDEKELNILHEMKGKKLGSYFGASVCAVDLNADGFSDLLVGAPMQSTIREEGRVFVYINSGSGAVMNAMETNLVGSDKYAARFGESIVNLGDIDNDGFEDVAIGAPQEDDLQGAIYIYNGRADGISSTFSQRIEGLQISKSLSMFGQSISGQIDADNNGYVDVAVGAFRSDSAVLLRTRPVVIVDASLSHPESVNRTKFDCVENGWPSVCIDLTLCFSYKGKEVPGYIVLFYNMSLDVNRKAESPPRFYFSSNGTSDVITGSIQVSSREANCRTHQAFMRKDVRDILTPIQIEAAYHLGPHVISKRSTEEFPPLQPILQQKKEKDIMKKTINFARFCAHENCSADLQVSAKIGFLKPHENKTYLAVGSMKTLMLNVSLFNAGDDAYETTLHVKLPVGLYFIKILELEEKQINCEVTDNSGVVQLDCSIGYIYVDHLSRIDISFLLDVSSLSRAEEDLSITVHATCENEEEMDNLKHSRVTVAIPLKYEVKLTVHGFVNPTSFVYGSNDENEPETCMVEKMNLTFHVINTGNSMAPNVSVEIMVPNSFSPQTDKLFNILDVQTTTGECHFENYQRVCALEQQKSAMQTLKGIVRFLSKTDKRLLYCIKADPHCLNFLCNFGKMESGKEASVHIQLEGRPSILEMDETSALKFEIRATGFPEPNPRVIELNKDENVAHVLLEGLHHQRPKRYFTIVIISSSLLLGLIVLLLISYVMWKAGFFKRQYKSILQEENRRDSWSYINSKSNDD
LAP4-GFP MLPCN – alters LAP4-GFP fluorescence in TOR pathway yeast screen; S. cerevisiae LAP4-GFP multiplex, flow cytometry GFP, 3 h; median GFP as percent of DMSO wells; GFP response vs DMSO, % at 10 µM; 320,000 compounds, 0.34% hits; AID 2023;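 active = GFP response vs DMSO above a set limit, about the screen mean plus 3 SD, cut at about 150% in these data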
GRK2 inh – human GRK2 inhibition via aptamer displacement; bead flow cytometry, FAM-aptamer displacement from GRK2; inhibition of aptamer binding, % at 10 µM; 330,000 compounds, 0.59% hits; AID 488847;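 active = inhibition of aptamer binding above 40%, roughly 3 SD of noise, on plates passing a quality check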;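 also: median bead fluorescence of bound FAM aptamer so fluorescent compounds give negative values; no value below 0 was filed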
MEP2 TOR yeast – modulators of TOR pathway MEP2-GFP in S. cerevisiae. AID 2016. GFP response vs DMSO, % at 10 µM. 330,000 compounds, 0.51% hits. S. cerevisiae MEP2-GFP strain, flow cytometry GFP, 3 h; 100% = DMSO control level;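 active = GFP response versus DMSO above a set limit, roughly screen mean plus 3 SD, cut at about 180% in these data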;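 also: median GFP fluorescence of the barcode-gated MEP2-GFP cells per well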
The depositor's hits bear a star. Compounds were not picked by outcome (roughly 1.7% active in at least one column).

Screening CC1CN(c2cnn(C(C)C)c(=O)c2Cl)CC(C)O1 (stereo unspecified) returned CIT2-GFP yeast 100, RPL19A TOR yeast 102, Yeast superoxide 102, AGP1-GFP MLPCN 99, VLA-4 inh 1, LAP4-GFP MLPCN 91, GRK2 inh 1 and MEP2 TOR yeast 98.
Screening Cc1cc(NC(=O)CSc2nc3ccccc3[nH]2)no1 returned CIT2-GFP yeast 97, RPL19A TOR yeast 97, Yeast superoxide 93, AGP1-GFP MLPCN 103, VLA-4 inh 5, LAP4-GFP MLPCN 99, GRK2 inh 4 and MEP2 TOR yeast 95.
Screening C[C@@H]1CN([C@H](C)CO)C(=O)c2cc(NC(=O)Nc3ccc4c(c3)OCO4)ccc2O[C@H]1CN(C)Cc1ccncc1 returned CIT2-GFP yeast 94, RPL19A TOR yeast 90, Yeast superoxide 103, AGP1-GFP MLPCN 91, VLA-4 inh -8, LAP4-GFP MLPCN 82, GRK2 inh 2 and MEP2 TOR yeast 93.
For CCOc1ccc(CCNC(=O)CCCN2C(=O)c3ccccc3C2=O)cc1OCC the results were CIT2-GFP yeast 95, RPL19A TOR yeast 96, Yeast superoxide 101, AGP1-GFP MLPCN 99, VLA-4 inh -4, LAP4-GFP MLPCN 87, GRK2 inh 0 and MEP2 TOR yeast 90.
`O=C(NC1CCCCC1)C1CCN(c2ncccn2)CC1` gave CIT2-GFP yeast 101, RPL19A TOR yeast 102, Yeast superoxide 95, AGP1-GFP MLPCN 103, VLA-4 inh 6, LAP4-GFP MLPCN 105, GRK2 inh 26 and MEP2 TOR yeast 110.
For Cc1cc(O)c(C2(O)C(=O)Nc3cc(Br)ccc32)cc1C (stereo unspecified) the results were CIT2-GFP yeast 105, RPL19A TOR yeast 102, Yeast superoxide 100, AGP1-GFP MLPCN 101, VLA-4 inh -4, LAP4-GFP MLPCN 95, GRK2 inh 0 and MEP2 TOR yeast 104.
Screening COc1ccc(Cl)cc1N1C(=O)CC(N2CCc3ccccc32)C1=O (stereo unspecified) returned CIT2-GFP yeast 101, RPL19A TOR yeast 99, Yeast superoxide 105, AGP1-GFP MLPCN 96, VLA-4 inh 3, GRK2 inh 3 and MEP2 TOR yeast 96.
Cc1ccc(Nc2nc(-c3c(C)n(C)n(-c4ccccc4)c3=O)c(C)s2)cc1 was read as CIT2-GFP yeast 95, RPL19A TOR yeast 97, Yeast superoxide 88, AGP1-GFP MLPCN 102, VLA-4 inh 6, GRK2 inh 0 and MEP2 TOR yeast 98.
`Cc1cc(C)c2nc(N3CCC(C(=O)N4CCCC4)CC3)sc2c1` gave CIT2-GFP yeast 90, RPL19A TOR yeast 91, Yeast superoxide 102, AGP1-GFP MLPCN 75, VLA-4 inh 0, LAP4-GFP MLPCN 100, GRK2 inh 0 and MEP2 TOR yeast 91.
`C=CCOC(=O)C1=C[C@@H](c2ccc(Br)cc2)C[C@@H](OCCCCO)O1` gave CIT2-GFP yeast 90, RPL19A TOR yeast 97, Yeast superoxide 97, AGP1-GFP MLPCN 80, VLA-4 inh 0, LAP4-GFP MLPCN 120, GRK2 inh 4 and MEP2 TOR yeast 90.
Screening Cc1ccc(S(=O)(=O)NNC(=O)c2sccc2-n2cccc2)cc1 returned CIT2-GFP yeast 98, RPL19A TOR yeast 94, Yeast superoxide 100, VLA-4 inh -6, LAP4-GFP MLPCN 94, GRK2 inh 1 and MEP2 TOR yeast 99.
For Clc1ccc(C[n+]2csc3ccccc32)cc1 the results were CIT2-GFP yeast 84, RPL19A TOR yeast 91, Yeast superoxide 97, AGP1-GFP MLPCN 91, VLA-4 inh 19, LAP4-GFP MLPCN 102, GRK2 inh 2 and MEP2 TOR yeast 89.
`Cc1cc(C(C)(C)C)cc(C)c1C[n+]1ccc2ccccc2c1` gave CIT2-GFP yeast 103, RPL19A TOR yeast 95, Yeast superoxide 82, AGP1-GFP MLPCN 99, VLA-4 inh -1, LAP4-GFP MLPCN 98, GRK2 inh 2 and MEP2 TOR yeast 105.
O=C(Nc1ccccc1F)NC1CC1 was read as CIT2-GFP yeast 100, RPL19A TOR yeast 103, Yeast superoxide 103, AGP1-GFP MLPCN 90, VLA-4 inh -3, LAP4-GFP MLPCN 90, GRK2 inh 0 and MEP2 TOR yeast 113.
Screening CCCCCOC(=O)NCCOC(=O)Nc1ccc(C(=O)OCC)cc1 returned CIT2-GFP yeast 92, RPL19A TOR yeast 100, Yeast superoxide 114, AGP1-GFP MLPCN 97, VLA-4 inh 29, LAP4-GFP MLPCN 101, GRK2 inh 0 and MEP2 TOR yeast 99.

Reprinted from the part before: two compounds; new compounds follow.
O=C(Nc1ccccc1F)NC1CC1 was read as CIT2-GFP yeast 100, RPL19A TOR yeast 103, Yeast superoxide 103, AGP1-GFP MLPCN 90, VLA-4 inh -3, LAP4-GFP MLPCN 90, GRK2 inh 0 and MEP2 TOR yeast 113.
Screening CCCCCOC(=O)NCCOC(=O)Nc1ccc(C(=O)OCC)cc1 returned CIT2-GFP yeast 92, RPL19A TOR yeast 100, Yeast superoxide 114, AGP1-GFP MLPCN 97, VLA-4 inh 29, LAP4-GFP MLPCN 101, GRK2 inh 0 and MEP2 TOR yeast 99.
`CCCN1CC=C2C(C#N)=C(N)C(C#N)(C#N)C(c3cc(OC)ccc3OC)C2C1` (stereo unspecified) gave CIT2-GFP yeast 87, RPL19A TOR yeast 92, Yeast superoxide 106, VLA-4 inh 11, LAP4-GFP MLPCN 94, GRK2 inh 2 and MEP2 TOR yeast 91.
`O=C(COc1ccc2ccc(=O)oc2c1)NC1CCN(Cc2ccccc2)CC1` gave CIT2-GFP yeast 95, RPL19A TOR yeast 95, Yeast superoxide 82, AGP1-GFP MLPCN 24, VLA-4 inh 4, LAP4-GFP MLPCN 93, GRK2 inh 0 and MEP2 TOR yeast 102.
`O=C(NNC1=NS(=O)(=O)c2ccccc21)c1ccc([N+](=O)[O-])cc1` gave CIT2-GFP yeast 110, RPL19A TOR yeast 107, Yeast superoxide 109, AGP1-GFP MLPCN 101, VLA-4 inh 8, LAP4-GFP MLPCN 111, GRK2 inh 3 and MEP2 TOR yeast 109.
For CCOC(=O)c1ccc(NC(=O)CSc2nnc(CNC(=O)c3ccccc3F)o2)cc1 the results were CIT2-GFP yeast 101, RPL19A TOR yeast 99, Yeast superoxide 95, AGP1-GFP MLPCN 99, VLA-4 inh 0, LAP4-GFP MLPCN 98, GRK2 inh 1 and MEP2 TOR yeast 100.
For N#Cc1ccc(C(=O)Nc2ccc(N3CCN(C(=O)c4ccco4)CC3)cc2)c(F)c1 the results were CIT2-GFP yeast 97, RPL19A TOR yeast 97, Yeast superoxide 125, AGP1-GFP MLPCN 104, VLA-4 inh 9, LAP4-GFP MLPCN 107, GRK2 inh 1 and MEP2 TOR yeast 106.
Screening CC12CCC(=O)N1C(C(=O)OCC(=O)Nc1cc(S(=O)(=O)N3CCCCC3)ccc1Cl)CS2 (stereo unspecified) returned CIT2-GFP yeast 101, RPL19A TOR yeast 102, Yeast superoxide 115, AGP1-GFP MLPCN 96, VLA-4 inh 7, LAP4-GFP MLPCN 93, GRK2 inh 0 and MEP2 TOR yeast 110.
For COc1cc(NC(=O)c2cccnc2)ccc1-c1cc2ccccc2oc1=O the results were CIT2-GFP yeast 102, RPL19A TOR yeast 105, Yeast superoxide 98, AGP1-GFP MLPCN 107, VLA-4 inh 7, LAP4-GFP MLPCN 111, GRK2 inh 0 and MEP2 TOR yeast 105.
For CCc1nccn1-c1cc(C(C)(C)C)nc2c(-c3ccc(Cl)cc3)cnn12 the results were CIT2-GFP yeast 83, RPL19A TOR yeast 94, Yeast superoxide 111, AGP1-GFP MLPCN 106, VLA-4 inh 8, LAP4-GFP MLPCN 93, GRK2 inh 0 and MEP2 TOR yeast 96.
For N#Cc1cc(C#N)c(N2CCN(c3cccc(Cl)n3)CC2)nc1N the results were CIT2-GFP yeast 92, RPL19A TOR yeast 95, Yeast superoxide 122, AGP1-GFP MLPCN 91, VLA-4 inh 1, LAP4-GFP MLPCN 95, GRK2 inh 1 and MEP2 TOR yeast 99.
`O=C(C1CC1)N1CCc2sccc2C1c1ccc(Cl)cc1` (stereo unspecified) gave CIT2-GFP yeast 92, RPL19A TOR yeast 97, Yeast superoxide 77, AGP1-GFP MLPCN 97, VLA-4 inh 22, LAP4-GFP MLPCN 94, GRK2 inh 3 and MEP2 TOR yeast 89.
Screening O=C(CCCn1c(=O)[nH]c2ccsc2c1=O)N1CCN(Cc2ccc3c(c2)OCO3)CC1 returned CIT2-GFP yeast 85, RPL19A TOR yeast 93, Yeast superoxide 84, AGP1-GFP MLPCN 95, VLA-4 inh 0, GRK2 inh 39 and MEP2 TOR yeast 96.
`CC(C)Cc1nn2c(N)c(/C=C3\C=Nc4ccccc43)c(=O)nc2s1` gave CIT2-GFP yeast 95, RPL19A TOR yeast 89, Yeast superoxide 128, VLA-4 inh -5, LAP4-GFP MLPCN 95, GRK2 inh 0 and MEP2 TOR yeast 99.
Cc1cccc(NC(=O)Cc2noc3ccccc23)c1 was read as CIT2-GFP yeast 96, RPL19A TOR yeast 100, Yeast superoxide 87, AGP1-GFP MLPCN 98, VLA-4 inh 15, LAP4-GFP MLPCN 102, GRK2 inh 0 and MEP2 TOR yeast 101.

5 entries out of the list, sorted by count of non-hydrogen atoms, ascending.
For N#Cc1cc(C#N)c(N2CCN(c3cccc(Cl)n3)CC2)nc1N the results were CIT2-GFP yeast 92, RPL19A TOR yeast 95, Yeast superoxide 122, AGP1-GFP MLPCN 91, VLA-4 inh 1, LAP4-GFP MLPCN 95, GRK2 inh 1 and MEP2 TOR yeast 99.
`CC(C)Cc1nn2c(N)c(/C=C3\C=Nc4ccccc43)c(=O)nc2s1` gave CIT2-GFP yeast 95, RPL19A TOR yeast 89, Yeast superoxide 128, VLA-4 inh -5, LAP4-GFP MLPCN 95, GRK2 inh 0 and MEP2 TOR yeast 99.
`CCCN1CC=C2C(C#N)=C(N)C(C#N)(C#N)C(c3cc(OC)ccc3OC)C2C1` (stereo unspecified) gave CIT2-GFP yeast 87, RPL19A TOR yeast 92, Yeast superoxide 106, VLA-4 inh 11, LAP4-GFP MLPCN 94, GRK2 inh 2 and MEP2 TOR yeast 91.
Screening O=C(CCCn1c(=O)[nH]c2ccsc2c1=O)N1CCN(Cc2ccc3c(c2)OCO3)CC1 returned CIT2-GFP yeast 85, RPL19A TOR yeast 93, Yeast superoxide 84, AGP1-GFP MLPCN 95, VLA-4 inh 0, GRK2 inh 39 and MEP2 TOR yeast 96.
Screening CC12CCC(=O)N1C(C(=O)OCC(=O)Nc1cc(S(=O)(=O)N3CCCCC3)ccc1Cl)CS2 (stereo unspecified) returned CIT2-GFP yeast 101, RPL19A TOR yeast 102, Yeast superoxide 115, AGP1-GFP MLPCN 96, VLA-4 inh 7, LAP4-GFP MLPCN 93, GRK2 inh 0 and MEP2 TOR yeast 110.
